HSF-1 act = HSF-1 activators, primary screen, NIH3T3-HGL cells, MG132 stress, luminescence, single point; AID 504408, 2011; activation, % at 9 µM; NIH3T3-HGL HSF-1 luciferase reporter, 8 h; 100% = twice DMSO control signal; hit rate 1.7% among 300,000;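 active = mean replicate activation of at least 50% with a set share of replicates each reaching 50%; inconclusive = only one of those two conditions met; inactive = mean below 50% and too few replicates reaching it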;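 also: 0% = median of the neutral control wells and 100% = twice that signal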
GSK3beta inhib = human GSK3beta kinase inhibitors, primary screen, biochemical, cell-free homogeneous, HTS; activity score (negative = inhibition), % at 10 µM; AID 2097, 2009; GST-GSK3beta kinase, ADP-Glo luminescence, 60 min; hits give low values; hit rate 0.038% among 300,000; Glycogen synthase kinase-3 beta (Homo sapiens), P49841;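 active = more than half of replicate wells score below -50%, meaning over 50% inhibition versus plate controls; inconclusive = some replicates but at most half score below -50%; inactive = no replicate scores below -50%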;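 also: 0% = median DMSO wells and -100% = median GW8510 positive control wells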
Target sequence (P49841 whole entry, looked up): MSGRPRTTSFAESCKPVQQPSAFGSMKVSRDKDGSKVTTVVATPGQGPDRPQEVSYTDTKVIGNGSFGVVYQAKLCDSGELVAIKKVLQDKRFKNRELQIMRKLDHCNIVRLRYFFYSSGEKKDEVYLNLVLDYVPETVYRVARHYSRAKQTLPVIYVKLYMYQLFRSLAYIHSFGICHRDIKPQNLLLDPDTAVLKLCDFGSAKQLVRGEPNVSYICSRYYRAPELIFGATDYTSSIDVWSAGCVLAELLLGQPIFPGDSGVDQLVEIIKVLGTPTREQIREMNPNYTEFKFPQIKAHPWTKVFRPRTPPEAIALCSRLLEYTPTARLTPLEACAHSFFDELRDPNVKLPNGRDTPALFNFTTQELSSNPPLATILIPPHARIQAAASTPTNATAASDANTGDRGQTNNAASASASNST
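Test system: GST-fused GSK3beta enzyme, cell-free | Quantity: 1.6 ng GST-GSK3beta enzyme per well | Reagent: 25 µM ATP with peptide substrate | Schedule: 60 min enzyme reaction, room temperature | Signal: Luminescent ADP-Glo measurement of ADP formed | Read-out basis: Score relative to plate controls | Control set: DMSO and 20 µM GW8510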
AI-2 QS mod = Vibrio harveyi AI-2 quorum sensing modulators, primary screen, JMH597 strain, luminescence/OD600 ratio; Vibrio harveyi JMH597 AI-2 luminescence/OD600 ratio, 9 h; hits give low values; strain lacks LuxN and CqsS sensors; 0 = neutral-control median; hit rate 0.4% among 300,000; AID 2094, 2009; activity change, % at 7.5 µM; in the data active = activity change below about -75%, passing the limit was not always enough; inconclusive = no clear call, values can overlap the other calls;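 also: luminescence divided by OD600 gain over 9 h not by final OD600 alone; inactives centre near 13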
HSP90 inh = HSP90 inhibitors, primary screen, cell lysate, luminescence; Heat shock protein HSP 90 (rabbit reticulocyte lysate; luciferase refolding); Rabbit reticulocyte lysate, luciferase refolding luminescence, 3 h; inhibition, % at 5.6 µM; hit rate 0.91% among 290,000;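 active = inhibition above the screen-wide mean plus 3 SD, computed separately per campaign, cut at about 16% in these data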;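 also: 0% = DMSO wells and 100% = 60 µM geldanamycin wells; inhibitors lower the luminescence because luciferase stays unfolded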
aSyn UTR inh = MLPCN primary screen, SNCA 5' untranslated region | AID 1813, 2009 | alpha-synuclein 5'UTR reporter, inhibitor activity | hit rate 0.82% among 300,000 | inhibition, % (tested at 7.5 µM); in the data active = inhibition above about 60%; inconclusive = no clear call, values can overlap the other calls;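 also: H4 neuroglioblastoma cells stably carrying SNCA 5'UTR luciferase fusion; 0% = DMSO wells and 100% = positive control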
GSK3 alpha inh = blockers of GSK3A enzyme activity – biochemical, luminescence, cell-free homogeneous, HTS, primary screen; Glycogen synthase kinase-3 alpha (Homo sapiens), P49840; GSK-3 alpha kinase, ADP-Glo luminescence, 60 min; inhibition, % at 10 µM; hit rate 0.1% among 320,000; AID 2650, 2010;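 in the data active = inhibition above about 50%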;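 also: GST-tagged GSK-3 alpha with peptide substrate and 25 µM ATP; 0% = DMSO neutral wells and 100% = GW8510 positive control wells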
Target sequence (P49840 whole entry, looked up): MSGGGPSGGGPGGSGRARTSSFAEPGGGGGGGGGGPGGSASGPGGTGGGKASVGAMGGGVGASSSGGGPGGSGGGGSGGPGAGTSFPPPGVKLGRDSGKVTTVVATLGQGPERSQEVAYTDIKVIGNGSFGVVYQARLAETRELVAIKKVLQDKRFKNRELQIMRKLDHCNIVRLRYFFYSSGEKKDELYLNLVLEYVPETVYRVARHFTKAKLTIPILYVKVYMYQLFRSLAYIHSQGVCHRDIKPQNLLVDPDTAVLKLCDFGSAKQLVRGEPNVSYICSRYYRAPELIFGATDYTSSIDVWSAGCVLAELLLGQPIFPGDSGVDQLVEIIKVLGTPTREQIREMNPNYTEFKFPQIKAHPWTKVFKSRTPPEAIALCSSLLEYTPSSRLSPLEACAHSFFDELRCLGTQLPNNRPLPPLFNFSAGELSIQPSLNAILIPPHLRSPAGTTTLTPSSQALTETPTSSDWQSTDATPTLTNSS
HIF act = HIF pathway transcriptional activators, primary screen, cell-based, U2OS HRE-luciferase, luminescence | U2OS HRE-luciferase reporter; normalized: DMSO 0%, desferrioxamine 100% | activation, % at 7.5 µM (by protocol) | hit rate 0.32% among 300,000 | AID 1910, 2009;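 active = mean activation of at least 10% of the iron chelator positive control signal, with at least half of replicates also reaching 10%; inconclusive = mean and replicate majority disagree about reaching 10%; inactive = mean and most replicates under 10%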
KLF5 inhibitor = KLF5 expression inhibitors, primary screen, DLD-1 cells, luminescence | DLD-1 KLF5 promoter-luciferase reporter | inhibition, % at 5 µM | hit rate 0.23% among 290,000 | AID 1700, 2009;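 active = inhibition above a per-plate limit of that plate's mean compound inhibition plus 3 SD, cut at about 60% in these data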;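 also: 0% = DMSO wells and 100% = LY294002 at 200 µM; higher means less KLF5 promoter-driven luciferase light; inactives centre near -14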
IEC-6 tox = cytotoxicity in IEC-6 intestinal epithelial cells, primary screen, cytotoxicity control for KLF5 inhibitor project, cell-based, luminescence | hit rate 0.78% among 290,000 | IEC-6 cytotoxicity, luminescence viability | AID 1825, 2009 | inhibition, % at 5 µM; in the data active = inhibition above about 22%;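 also: 0% = plate median of test compound wells and 100% = cytotoxic reference compound wells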
HSF1 inhib = HSF1 inhibitors in luciferase reporter cells, primary screen, cell-based, NIH3T3, luminescence; NIH3T3-HGL HSE-luciferase, MG132-induced, luminescence 8 h; hits give low values; activity change, negative = inhibition, % at 7.5 µM (by protocol); hit rate 0.77% among 300,000;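 active = more than half of replicate wells show activity change below -50%, luminescence cut by over half; inconclusive = some wells, but at most half, below -50%; inactive = no replicate well below -50%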;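 also: luciferase reports HSF-1 transcriptional activity via heat shock element; 0% = median of DMSO wells and -100% = zero luminescence signal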
Numbers without * were called inactive; ? = inconclusive; nt = not tested or not shown. These rows are one share of the data (hit frequency here may not be typical).

SMILES	HSF-1 act	GSK3beta inhib	AI-2 QS mod	HSP90 inh	aSyn UTR inh	GSK3 alpha inh	HIF act	KLF5 inhibitor	IEC-6 tox	HSF1 inhib
CCN1CCN(Cc2ccc(OC(F)(F)F)cc2)CC1	-6.6	2.2	7.0	2.6	1.6	1.6	0.7	-14.5	6.3	0.5
CCCC(C)n1[nH]c(=O)c2c1NC(=O)CSC2c1ccc(OC)cc1 (stereo not given)	5.5	1.1	1.3	-3.2	-0.4	nt	0.1	-23.8	-3.8	-5.4
CCOC(=O)c1ccc(-[n+]2c(-c3ccccc3)cc(-c3ccccc3)cc2-c2ccccc2)cc1	28.0	-3.2	30.0	nt	-37.6	2.7	2.6	nt	nt	16.2
CCN1C(=O)N(CC)C(=O)C2(Cc3ccccc3N3CCN(c4ccccc4)CC32)C1=O (stereo not given)	26.1	1.3	0.0	4.3	-9.9	1.4	2.1	-12.0	-0.6	11.4
COc1ccc(OC)c(NP(=O)(Oc2ccccc2)Oc2ccccc2)c1	8.4	-4.0	10.6	-2.9	15.9	0.3	0.5	-9.0	-6.0	4.6
Cc1c(N=Nc2c(O)n(C)c(=O)n(C)c2=O)c(=O)n(-c2ccccc2)n1C	-25.5	2.5	21.1	2.7	-1.2	-2.4	-0.6	-4.6	-1.3	-7.2
COC(=O)C(O)(c1ccc(NC(=O)NC2CCCCC2)cc1)C(F)(F)F (stereo not given)	-5.4	2.8	22.8	-1.7	-47.1	-2.2	2.5	-75.8	6.1	-15.4
Cc1nnc2ccc(N3CCN(C)CC3)nn12	1.6	0.7	35.1	0.3	-0.3	nt	-0.4	-9.6	5.7	1.7
O=C(Cc1ccc(Cl)cc1)NCCN1CCN(C(=O)Cc2ccc(Cl)cc2)CC1	11.8	4.0	6.2	-0.4	6.0	-2.5	-0.2	-35.3	-0.1	-0.3
CC(C)c1ccc(NC(=O)N2C[C@H]3C[C@@H](C2)c2cccc(=O)n2C3)cc1	3.6	-3.0	5.3	-2.7	-20.8	-0.9	-1.7	-10.0	4.9	4.4
COC(=O)CC1=C(C(=O)OC)C2(C(=O)Nc3c(C)cccc32)C(C#N)=C(N)O1 (stereo not given)	-3.6	4.2	15.5	3.4	-16.4	4.6	-0.1	0.6	1.9	-3.4
CN1CC2([N+](=O)[O-])CC=C(Cl)C([N+](=O)[O-])(C1)C2 (stereo not given)	2.2	-2.9	16.4	-1.6	19.8	-0.1	0.1	-26.3	-1.7	-3.1
COCCNC(=O)c1c(N)n(Cc2ccco2)c2nc3ccccc3nc12	?	-5.7	22.6	2.3	-17.3	17.9	-0.2	11.3	0.8	45.7
COc1ccccc1-n1c(/C=C/c2ccc(O)cc2)nc2ccccc2c1=O	18.8	0.8	-5.3	4.2	-12.0	-1.3	0.5	6.3	0.0	8.9
Cc1cc(OCC(=O)N2C[C@H]3C[C@@H](C2)c2cccc(=O)n2C3)c2c(C)cc(=O)oc2c1	7.8	-0.1	25.2	1.8	13.7	-1.0	-0.2	-9.2	0.6	-2.8
COc1ccc(CCNC(=O)c2c(N)n(CCN3CCOCC3)c3nc4ccccc4nc23)cc1	-23.3	0.2	12.7	1.2	12.0	0.9	-0.6	1.4	3.9	-5.0
CCN(CC)S(=O)(=O)c1cc(NC(=O)C(C)N2CC=C(c3ccccc3)CC2)ccc1C (stereo not given)	20.2	-2.1	24.1	-0.4	-4.8	11.5	0.0	-29.9	12.2	3.7
COc1ccc(CNCCc2ccc3c(c2)OCO3)cc1Br	6.0	-11.5	14.8	1.5	19.8	-2.3	-14.0	-25.6	-2.7	-7.9
CNC(=O)Oc1cccc(-c2cn3cc(OC(=O)NC)ccc3n2)c1	nt	nt	nt	4.2	nt	1.5	nt	-16.1	0.6	nt
O=c1[nH]c(O)c(C=Nc2ccccc2Sc2ccccc2)c(=O)[nH]1	-7.1	4.0	42.6	-2.6	-25.0	-0.8	-0.5	-20.0	4.5	-2.6
CN(C)C(=O)Oc1ccc2c(c1)O/C(=C\c1ccc(Cl)cc1)C2=O	56.5*	-0.2	4.9	3.8	-86.6	-3.0	1.4	-76.0	-0.2	44.3
CC1CN=C(Nc2ccc(F)cc2)S1 (stereo not given)	2.2	1.8	4.9	0.2	4.5	-2.4	0.3	-12.7	5.7	-0.8
CC(=O)N1CC(=O)Nc2ccc(Br)cc2C1c1ccc(F)cc1 (stereo not given)	29.6	2.8	41.8	-1.1	-23.0	4.7	-39.0	-34.2	-1.6	9.5
CC(=O)Nc1ccccc1OP1(=O)COc2ccccc2OC1	3.8	-0.7	-1.7	2.5	-24.9	0.5	-0.1	-41.0	-1.5	-10.6
CCOC(=O)C(O)(c1ccc(N(CC)S(=O)(=O)c2ccc(C)cc2)cc1)C(F)(F)F (stereo not given)	14.5	-0.1	22.8	3.4	-20.1	-0.1	-0.4	-27.1	4.3	4.2
SMILES	HSF-1 act	GSK3beta inhib	AI-2 QS mod	HSP90 inh	aSyn UTR inh	GSK3 alpha inh	HIF act	KLF5 inhibitor	IEC-6 tox	HSF1 inhib
Cc1ccc2c(c1)C(c1ccccc1)=NCC(=O)N2C	-24.8	3.1	11.2	nt	-24.3	0.5	-0.4	nt	nt	-12.1
Cc1ccc(N(C)C(=O)Oc2ccc(C(=O)c3ccc(Cl)cc3)cc2)cc1	12.5	1.4	16.6	0.7	12.0	-1.5	0.1	-5.1	-7.9	-4.1
Cn1c(O)c(/C=C2\C=c3ccccc3=NC2=O)c(=O)n(C)c1=O	-4.8	0.4	15.6	5.2	8.2	-2.3	1.2	9.1	4.2	-1.2
COc1ccc(C(O)CNC(C)C)c(F)c1OC (stereo not given)	14.3	-2.9	10.3	nt	7.3	0.2	-0.2	nt	nt	2.2
O=C1CC(c2cccnc2)=NN1c1ccc(Cl)cc1Cl	41.2	3.1	5.5	7.4	-44.0	-0.3	0.4	-10.5	3.8	23.9
COc1cc(/C=C/c2nc3ccccc3c(=O)n2-c2ccc(O)cc2)ccc1O	14.9	-0.4	30.6	-2.9	12.2	-1.1	-0.4	-17.6	-1.8	14.7
Cc1cc(S(N)(=O)=O)ccc1N=Cc1c(O)n(-c2ccccc2)c(=O)[nH]c1=O	8.8	0.5	19.4	-0.7	9.0	-0.4	-0.2	-28.2	-1.9	-3.2
c1cc2c(cc1[C@H]1OC[C@H]3[C@@H]1CO[C@@H]3c1ccc3c(c1)OCO3)OCO2	-5.5	-4.1	23.1	nt	72.8*	1.2	0.7	nt	nt	2.7
CNCC(O)c1cccc(OC(=O)c2ccccc2C)c1 (stereo not given)	nt	5.2	11.9	4.8	nt	-2.7	nt	-35.6	-3.9	nt
c1cc2n(c1)-c1c(ccc3c1OCO3)CNC2c1ccc2c(c1)OCO2 (stereo not given)	1.1	-1.2	8.2	3.3	0.6	-3.1	0.6	5.2	7.8	0.4
CCCNC(=O)N1[C@H]2CC[C@@H]1C(C(=O)OC)=C(c1cc3ccccc3o1)C2	9.3	1.6	28.5	nt	7.9	0.2	1.1	nt	nt	0.5
COc1ccc(OC(=O)N(C)C)c(CN(C)C)c1	-4.5	-16.5	13.9	2.8	18.1	-7.0	-0.8	4.7	-0.1	1.7
O=C(c1ccc(Cl)cc1)C1CCCN(Cc2ccon2)C1 (stereo not given)	-18.1	-0.4	2.6	0.7	25.7	-0.5	0.1	-32.2	-4.8	-1.5
COc1ccccc1N1CCN(Cc2ccc(Br)cc2)CC1	5.2	-0.5	-0.5	-3.5	-14.6	0.2	-1.2	-19.9	6.3	10.5
COc1ccc(NC(=O)N2CCC3(CC2)OCCO3)cc1	7.7	-1.1	33.5	2.0	-28.8	nt	0.8	-11.3	-0.9	-5.6
O=c1[nH]c(=O)n(-c2cccc3ccccc23)c(O)c1/C=N/N1CCCCC1	5.5	1.0	nt	-0.2	-13.7	7.5	-1.3	-16.5	-0.3	-2.2
COc1ccc(C2=NCC(=O)N(CC(=O)NCc3ccco3)c3sc4c(c32)CCCC4)cc1OC	-4.3	0.1	17.1	3.1	5.6	-2.2	-0.4	3.6	-6.0	11.0
C(=NC12CN3CN(CN(C3)C1)C2)c1cccnc1	-0.9	0.8	38.1	2.8	-12.1	-2.0	-0.1	-5.1	-0.3	-3.9
COc1ccc(OC)c(-n2c(O)c(C=NCc3ccc4c(c3)OCO4)c(=O)[nH]c2=O)c1	-2.7	-0.4	49.3	-1.8	-6.1	3.2	-0.2	8.1	3.7	-5.9
Cc1cccc(N2C(=O)NC(=O)/C(=C/c3ccc(-c4ccc(C(=O)O)c(Cl)c4)o3)C2=O)c1	nt	-1.4	20.9	0.6	-0.5	-10.9	-0.1	-32.9	-8.3	nt
CC(=O)N1N=C(c2c(O)n(C)c(=O)n(C)c2=O)CC1c1ccccc1 (stereo not given)	-4.3	-2.9	24.3	2.9	0.9	-0.3	-0.2	4.5	-2.0	-0.9
CC1=Nc2cc(C(=O)N3CCC4(CC3)OCCO4)ccc2Sc2ccc(Cl)cc21	0.0	1.5	12.2	-0.9	4.5	0.2	0.2	-28.8	-1.7	-1.1
CC(=O)N1N=C(c2cccnc2)OC1c1ccccc1Cl (stereo not given)	-1.6	1.3	33.9	-3.2	-8.7	0.3	-0.4	-14.4	-2.2	-2.1
CC1(C)C2([N+](=O)[O-])CN3CN(C2)CC1([N+](=O)[O-])C3	-13.8	0.0	24.1	4.1	13.1	1.2	0.0	8.1	4.9	-2.2
CCCCCCN=C(CC)c1c(O)n(CCCC)c(=O)[nH]c1=O	12.0	0.9	11.2	2.2	10.6	3.9	-0.4	-20.0	3.6	1.7
Cc1cccc(-n2c(O)c(C=NC34CN5CN(CN(C5)C3)C4)c(=O)[nH]c2=O)c1	-2.0	-2.5	32.6	1.4	-11.8	-3.4	0.1	-6.3	0.4	-8.6
N#Cc1cc2c(nc1SCC(=O)Nc1cc(Cl)ccc1Cl)C1CCN2CC1	26.4	-1.7	1.4	6.9	-140.4	1.0	2.4	-59.0	8.6	-0.7
CCOC(=O)C1(CCc2ccccc2)CCN(Cc2ccc(NC(C)=O)cc2)CC1	-10.5	-4.0	21.1	-2.8	-7.5	-2.2	-1.5	-33.5	-5.4	-2.4
O=c1[nH]c(=O)n(Cc2ccco2)c(O)c1/C=N/N1CCCCC1	-6.1	-5.3	4.9	2.6	-3.0	38.7	0.6	-35.1	1.9	-1.0

Assay outcomes deposited in PubChem by several laboratories.
